Screens (PubChem)
RSV CPE inhibition: RSV antiviral activity via CPE protection, HEp-2 cells, primary 10 µM value included (AID 2391); HEp-2 cells, RSV-induced CPE inhibition; higher % means a stronger effect; one-dose CPE inhibition, % at 10 µM; IC50 in µM for titrated hits; hit rate 0.13% among 310,000; in the data active = a potency from the dose series; also: strong numbers were not always called active
SV40 large T antigen: SV40 large T antigen inhibitors, biochemical (AID 1903); SV40 large T antigen ATPase/helicase inhibition assay; higher % means a stronger effect; one-dose inhibition, % at 20 µM; IC50 in µM for titrated hits; hit rate 0.39% among 310,000; in the data active = a potency from the dose series; also: strong numbers were not always called active
Salmonella PhoP GFP: inhibitors of PhoP regulon expression, primary screen, Salmonella Typhimurium, GFP reporter (AID 1863). S. Typhimurium PhoP-regulated promoter GFP reporter, 4 h; higher % means a stronger effect. inhibition, % at 50 µM; hits with a dose series show IC50 in µM. hit rate 0.16% among 300,000;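 active = inhibition over 29.93%, a cutoff 3 SD above the screen mean, later confirmed by dose response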;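 also: 0% = low Mg2+ inducing control and 100% = high Mg2+ repressing control; strong numbers were not always called active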
b-catenin transl: modulators of beta-catenin nuclear translocation, primary screen, imaging, HeLa cells, immunofluorescence, high-content | nuclear translocation activity, % at 5 µM | hit rate 0.3% among 190,000 | AID 1665, 2009;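 active = nuclear translocation activity above 50% at 5 µM, with a well cell count of 50 or more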;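 also: per-cell ratio of nuclear to cytoplasmic median beta-catenin stain intensity; plate controls were DMSO negative control for no effect and GSK-3 inhibitor IX positive control for full effect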
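System: HeLa cells, endogenous beta-catenin; compound dosing: 5 µM primary single dose, 0.1% DMSO, 0.02–20 µM confirmation series; incubation: 24 h compound exposure at 37°C, 5% CO2; signal: beta-catenin immunofluorescence imaging with DAPI; evaluation: % activation, nuclear-to-cytoplasmic median beta-catenin signal ratio per cell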
WT yeast gro inh: growth inhibition of WT strain, primary screen, mitochondrial fusion inhibitor project, WT and mutant strains, chemical genetic; mitochondrial fusion phenotypic screen; inhibition, % at 10 µM; hit rate 2.1% among 190,000; AID 1362, 2008; in the data active = inhibition above about 58%; tested in S. cerevisiae
West Nile virus CPE: West Nile virus antiviral activity, cell-based, CPE readout (AID 1621). West Nile virus-infected cells, CPE inhibition; higher % means a stronger effect. CPE inhibition, % at 10 µM; hits with a dose series show IC50 in µM. hit rate 0.02% among 290,000; in the data active = a potency from the dose series; also: strong numbers were not always called active
Myeloid diff 2: induction of myeloid progenitor differentiation, primary screen, cell-based, flow cytometry, MLPCN library; ER-HoxA9 myeloid progenitors, lysozyme-GFP differentiation; AID 624256, 2012; hit rate 1% among 360,000; calls only at 10 µM;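 active = normalized GFP-positive differentiation at or above the plate's own cutoff, the solvent-only control mean plus 3 SD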;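 also: cells exposed to compound for four days before flow analysis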
T cell modulator: modulators of CD8 T cell-vesicle binding, primary screen, mouse 2C CD8+ T cells, flow cytometry; 2C CD8+ T cell-vesicle binding; stronger effect = lower value; calls only at 7 µM; hit rate 0.068% among 330,000;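 active = response, share of CD8 T cells binding vesicles, and their 90th percentile fluorescence all below set limits, cut at about 80% in these data, passing the limit was not always enough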
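material = purified 2C TCR transgenic mouse naive CD8+ T cells | controls = Unloaded micro-vesicles (low), QL9 vesicles with 0.7% DMSO (high) | detection = cytometric PE anti-B7-1 and Alexa647 anti-CD8 signals after 1% paraformaldehyde fixation | incubation = binding step 1.5 h, 37 °C, antibody labelling 20 min, ice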
Rac1 GTP hydrolysis: MgcRacGAP GTPase-activating activity inhibitors, confirmation, biochemical, ADP Hunter fluorescence. MgcRacGAP-stimulated Rac1 GTP hydrolysis, ADP Hunter fluorescence; higher % means a stronger effect; GST-tagged Rac1 F28L mutant substrate. inhibition, % at 30 µM, or IC50 in µM where a hit was titrated. Rac GTPase-activating protein 1 (Homo sapiens). hit rate 0.6% among 340,000;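 active = first-screen hits whose inhibition reached a set limit at any dose in the follow-up dose series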;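 also: fluorescence reports GDP produced by GAP-driven GTP hydrolysis; strong numbers were not always called active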
WT yeast gro inh mutant strain: second read-out of WT yeast gro inh, no call of its own (marks repeat the call); inhibition, %; mitochondrial fusion phenotypic screen, mutant strain inhibition
b-catenin transl cell count 5 µM: recorded beside b-catenin transl, whose call it bears; cell count; measured here: cell count, cytotoxicity flag
T cell modulator vesicle-bound %: second read-out of T cell modulator, no call of its own (marks repeat the call); double positive events, %; measured here: CD8+ vesicle-bound cell fraction;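 binding gate set so that unloaded-vesicle control wells show 10% double positive cells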
Myeloid diff 2 GFP+ MAC1+ %: also measured in Myeloid diff 2; calls as there; GFP+ MAC1+ double positive, %; measured here: differentiation confirmed by MAC1 staining
* hit, by the source's call.

Results for COc1ccccc1NC(=S)N(Cc1ccco1)Cc1cc2cc(C)ccc2[nH]c1=O ?
RSV CPE inhibition: 0.7%; SV40 large T antigen: 26%; Salmonella PhoP GFP: 20%; b-catenin transl: 0.5; WT yeast gro inh: 14; West Nile virus CPE: -0.9%; Myeloid diff 2: inactive; T cell modulator: inactive; Rac1 GTP hydrolysis: -4%; WT yeast gro inh mutant strain: 6; b-catenin transl cell count 5 µM: 1086; T cell modulator vesicle-bound %: 9; Myeloid diff 2 GFP+ MAC1+ %: 0.2

What do the screens show for `COc1ccc(N(CC(=O)N2CCN(c3ccc(F)cc3)CC2)S(=O)(=O)c2c(C)noc2C)cc1`?
RSV CPE inhibition: 0.2%; SV40 large T antigen: 5%; Salmonella PhoP GFP: 2%; West Nile virus CPE: -0.6%; Myeloid diff 2: inactive; T cell modulator: inactive; Rac1 GTP hydrolysis: -9%; T cell modulator vesicle-bound %: 11; Myeloid diff 2 GFP+ MAC1+ %: 1.0

How did O=C(Nc1ccccc1-c1ccccc1)c1cnccn1 do in these assays?
RSV CPE inhibition: 1.6%; SV40 large T antigen: 15%; Salmonella PhoP GFP: -5%; b-catenin transl: -0.9; WT yeast gro inh: 19; West Nile virus CPE: 0.6%; Myeloid diff 2: inactive; T cell modulator: inactive; Rac1 GTP hydrolysis: 14%; WT yeast gro inh mutant strain: 41; b-catenin transl cell count 5 µM: 1129; T cell modulator vesicle-bound %: 53; Myeloid diff 2 GFP+ MAC1+ %: 0.9

What do the screens show for `COc1ccccc1NC(=O)CCNC(=O)c1ccc(C)cc1`?
RSV CPE inhibition: 2.8%; SV40 large T antigen: 11%; Salmonella PhoP GFP: -1%; West Nile virus CPE: 1.0%; Myeloid diff 2: inactive; T cell modulator: inactive; Rac1 GTP hydrolysis: 8%; T cell modulator vesicle-bound %: 15; Myeloid diff 2 GFP+ MAC1+ %: 0.7

How did COc1cccc(CN(C(=O)c2cnccn2)C(C(=O)NC2CCCCC2)c2cc(OC)c(OC)c(OC)c2)c1 (centres undefined) do in these assays?
RSV CPE inhibition: 0.6%; SV40 large T antigen: 5%; Salmonella PhoP GFP: 5%; West Nile virus CPE: -0.4%; T cell modulator: inactive; Rac1 GTP hydrolysis: 1%; T cell modulator vesicle-bound %: 30

Results for COc1ccc(/C=N/Nc2nc(-c3cccc(S(=O)(=O)N4CCCC4)c3)cs2)cc1OC ?
RSV CPE inhibition: 13%; SV40 large T antigen: 13%; Salmonella PhoP GFP: 2%; b-catenin transl: -0.6; WT yeast gro inh: 9; West Nile virus CPE: -0.9%; Myeloid diff 2: inactive; T cell modulator: inactive; Rac1 GTP hydrolysis: -1%; WT yeast gro inh mutant strain: -3; b-catenin transl cell count 5 µM: 481; T cell modulator vesicle-bound %: 53; Myeloid diff 2 GFP+ MAC1+ %: 0.1

What do the screens show for `Cc1ccc(CNC(=O)Nc2ccc3c(c2)N(C)C(=O)CS3)cc1`?
RSV CPE inhibition: 4.8%; SV40 large T antigen: 0%; Salmonella PhoP GFP: 6%; b-catenin transl: -1.0; WT yeast gro inh: 0; West Nile virus CPE: -0.6%; Myeloid diff 2: inactive; T cell modulator: inactive; Rac1 GTP hydrolysis: -15%; WT yeast gro inh mutant strain: 10; b-catenin transl cell count 5 µM: 967; T cell modulator vesicle-bound %: 61; Myeloid diff 2 GFP+ MAC1+ %: 0.1

How did CC(=O)Nc1cccc(C(=O)N2CCN(Cc3ccccc3)CC2)c1 do in these assays?
RSV CPE inhibition: 2.2%; SV40 large T antigen: 5%; Salmonella PhoP GFP: 18%; b-catenin transl: -4.5; WT yeast gro inh: 11; West Nile virus CPE: 0.5%; Myeloid diff 2: inactive; T cell modulator: inactive; Rac1 GTP hydrolysis: -4%; WT yeast gro inh mutant strain: 3; b-catenin transl cell count 5 µM: 992; T cell modulator vesicle-bound %: 23; Myeloid diff 2 GFP+ MAC1+ %: 0.3

What do the screens show for `COc1cccc(CNC(=O)c2cc(S(=O)(=O)N3CCOCC3)ccc2N2CCCC2)c1`?
RSV CPE inhibition: 1.0%; Myeloid diff 2: inactive; T cell modulator: inactive; Rac1 GTP hydrolysis: 9%; T cell modulator vesicle-bound %: 14; Myeloid diff 2 GFP+ MAC1+ %: 0.1

What do the screens show for `CCOc1ccc(NC(=O)NC2CCCc3ccccc32)cc1` (centres undefined)?
RSV CPE inhibition: 6.7%; SV40 large T antigen: 8%; Salmonella PhoP GFP: 0%; West Nile virus CPE: 0.4%; Myeloid diff 2: inactive; T cell modulator: inactive; Rac1 GTP hydrolysis: 13%; T cell modulator vesicle-bound %: 9; Myeloid diff 2 GFP+ MAC1+ %: 1.1

A stretch from further up, for reference:
How did O=C(Nc1ccccc1-c1ccccc1)c1cnccn1 do in these assays?
RSV CPE inhibition: 1.6%; SV40 large T antigen: 15%; Salmonella PhoP GFP: -5%; b-catenin transl: -0.9; WT yeast gro inh: 19; West Nile virus CPE: 0.6%; Myeloid diff 2: inactive; T cell modulator: inactive; Rac1 GTP hydrolysis: 14%; WT yeast gro inh mutant strain: 41; b-catenin transl cell count 5 µM: 1129; T cell modulator vesicle-bound %: 53; Myeloid diff 2 GFP+ MAC1+ %: 0.9

What do the screens show for `COc1ccccc1NC(=O)CCNC(=O)c1ccc(C)cc1`?
RSV CPE inhibition: 2.8%; SV40 large T antigen: 11%; Salmonella PhoP GFP: -1%; West Nile virus CPE: 1.0%; Myeloid diff 2: inactive; T cell modulator: inactive; Rac1 GTP hydrolysis: 8%; T cell modulator vesicle-bound %: 15; Myeloid diff 2 GFP+ MAC1+ %: 0.7

Additional records follow.
How did Cc1cccc(Nc2nc(N)nc(CSc3nccn3C)n2)c1 do in these assays?
RSV CPE inhibition: 0.4%; SV40 large T antigen: -2%; Salmonella PhoP GFP: -3%; b-catenin transl: 0.5; WT yeast gro inh: -9; West Nile virus CPE: 0.4%; Myeloid diff 2: inactive; T cell modulator: inactive; Rac1 GTP hydrolysis: 9%; WT yeast gro inh mutant strain: -18; b-catenin transl cell count 5 µM: 1330; T cell modulator vesicle-bound %: 5; Myeloid diff 2 GFP+ MAC1+ %: 1.6

What do the screens show for `CC1(C(=O)O)CCC(C(=O)Nc2ccccc2)C1(C)C` (centres undefined)?
RSV CPE inhibition: 1.4%; SV40 large T antigen: 11%; Salmonella PhoP GFP: -12%; b-catenin transl: -0.7; WT yeast gro inh: -1; West Nile virus CPE: -0.3%; Myeloid diff 2: inactive; T cell modulator: inactive; Rac1 GTP hydrolysis: 7%; WT yeast gro inh mutant strain: -4; b-catenin transl cell count 5 µM: 990; T cell modulator vesicle-bound %: 49; Myeloid diff 2 GFP+ MAC1+ %: 1.4

Results for COc1nc(NC(C)(C)C)nc(Oc2ccc(=O)n(-c3ccccc3)n2)n1 ?
RSV CPE inhibition: -0.1%; SV40 large T antigen: 8%; Salmonella PhoP GFP: -4%; b-catenin transl: -0.6; WT yeast gro inh: -4; West Nile virus CPE: -0.9%; Myeloid diff 2: inactive; T cell modulator: inactive; Rac1 GTP hydrolysis: 1%; WT yeast gro inh mutant strain: 5; b-catenin transl cell count 5 µM: 1115; T cell modulator vesicle-bound %: 36; Myeloid diff 2 GFP+ MAC1+ %: 1.1

What do the screens show for `COc1ccc2c(c1)C=C(C(=O)NCc1ccc(Cl)cc1)CO2`?
RSV CPE inhibition: 21%; SV40 large T antigen: 4%; Salmonella PhoP GFP: -5%; b-catenin transl: -1.1; WT yeast gro inh: 68*; West Nile virus CPE: -0.6%; Myeloid diff 2: inactive; T cell modulator: inactive; Rac1 GTP hydrolysis: 5%; WT yeast gro inh mutant strain: 50*; b-catenin transl cell count 5 µM: 1077; T cell modulator vesicle-bound %: 26; Myeloid diff 2 GFP+ MAC1+ %: 1.2

Results for CCC(C)(C)n1nnnc1C(c1ccncc1)N1CCN(c2cccc(OC)c2)CC1 (centres undefined) ?
RSV CPE inhibition: 1.0%; SV40 large T antigen: 10%; Salmonella PhoP GFP: -11%; b-catenin transl: -1.1; WT yeast gro inh: 1; West Nile virus CPE: 0.0%; Myeloid diff 2: inactive; T cell modulator: inactive; Rac1 GTP hydrolysis: 4%; WT yeast gro inh mutant strain: 15; b-catenin transl cell count 5 µM: 1036; T cell modulator vesicle-bound %: 31; Myeloid diff 2 GFP+ MAC1+ %: 5.1

How did Cc1nc2ccccc2nc1CN1CCN(Cc2ccc(F)c(F)c2)C(CCO)C1 (centres undefined) do in these assays?
RSV CPE inhibition: 0.2%; SV40 large T antigen: -1%; Salmonella PhoP GFP: -16%; b-catenin transl: 0.0; WT yeast gro inh: 11; West Nile virus CPE: 0.0%; Myeloid diff 2: inactive; T cell modulator: inactive; Rac1 GTP hydrolysis: 13%; WT yeast gro inh mutant strain: 12; b-catenin transl cell count 5 µM: 1014; T cell modulator vesicle-bound %: 50; Myeloid diff 2 GFP+ MAC1+ %: 0.5

What do the screens show for `COc1ccc(CN(Cc2ccc(C(=O)O)cc2)C(=S)Nc2ccccc2Cl)cc1OC`?
RSV CPE inhibition: 2.0%; SV40 large T antigen: 2%; Salmonella PhoP GFP: -5%; b-catenin transl: 2.2; WT yeast gro inh: -13; West Nile virus CPE: -0.3%; Myeloid diff 2: inactive; T cell modulator: inactive; Rac1 GTP hydrolysis: -1%; WT yeast gro inh mutant strain: 4; b-catenin transl cell count 5 µM: 1075; T cell modulator vesicle-bound %: 50; Myeloid diff 2 GFP+ MAC1+ %: 0.4

Results for O=C(N/N=C/c1ccccc1O)C1CCCC1 ?
RSV CPE inhibition: 2.4%; SV40 large T antigen: 16%; Salmonella PhoP GFP: 4%; West Nile virus CPE: -0.5%; Myeloid diff 2: inactive; T cell modulator: inactive; Rac1 GTP hydrolysis: 9%; T cell modulator vesicle-bound %: 53; Myeloid diff 2 GFP+ MAC1+ %: 0.3

Results for COc1ccc2oc(C(=O)N3CCN(S(=O)(=O)c4cccc([N+](=O)[O-])c4)CC3)c(C)c2c1 ?
RSV CPE inhibition: 3.3%; SV40 large T antigen: 12%; Salmonella PhoP GFP: 0%; West Nile virus CPE: -0.4%; Myeloid diff 2: inactive; T cell modulator: inactive; Rac1 GTP hydrolysis: 9%; T cell modulator vesicle-bound %: 9; Myeloid diff 2 GFP+ MAC1+ %: 0.4
